hcDAF12 agonist: H. contortus DAF-12 nuclear receptor activators, primary screen, cell-based, luminescence, HEK293, lit1-tk-luc reporter | activation, % at 6.8 µM | HEK293 hcDAF-12 lit1-tk-luc reporter; 0% DMSO, 100% Δ7-dafachronic acid | actives 1.4% (n = 370,000) | AID 652067, 2013;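 active means activation above the mean of all tested compounds plus 3 SD, cut at about 5.5% in these data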;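 further: 100% = response to 3 µM Δ7-dafachronic acid high control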
ssDAF12 agonist: S. stercoralis DAF-12 nuclear receptor activators, primary screen, cell-based, luminescence, HEK293, GRIP1 co-expression, lit1-tk-luc; HEK293 ssDAF-12/GRIP1 lit1-tk-luc reporter; % of 3 µM dafachronic acid response; actives 1% (n = 370,000); activation, % at 6.8 µM; Nuclear hormone receptor DAF-12 (Strongyloides stercoralis);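 active means activation above the mean over all tested compounds plus 3 SD, cut at about 0.9% in these data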;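 further: 0% = DMSO-only wells and 100% = 3 µM delta7-dafachronic acid wells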
NR1D1 modulator: modulators of Rev-erb alpha DNA binding, primary screen, biochemical, FITC-DNA, fluorescence polarization, uHTS. Nuclear receptor subfamily 1 group D member 1 (Homo sapiens), P20393. Rev-erbα–FITC-DNA binding, 90 min. activity, % at 10 µM. actives 0.79% (n = 370,000);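 active means activity above about 14%, limit read from the data; passing the limit was not always enough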;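 further: 0% = DMSO wells with 35 nM protein and 100% = DMSO wells with 750 nM protein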
Target sequence (P20393 whole entry, looked up): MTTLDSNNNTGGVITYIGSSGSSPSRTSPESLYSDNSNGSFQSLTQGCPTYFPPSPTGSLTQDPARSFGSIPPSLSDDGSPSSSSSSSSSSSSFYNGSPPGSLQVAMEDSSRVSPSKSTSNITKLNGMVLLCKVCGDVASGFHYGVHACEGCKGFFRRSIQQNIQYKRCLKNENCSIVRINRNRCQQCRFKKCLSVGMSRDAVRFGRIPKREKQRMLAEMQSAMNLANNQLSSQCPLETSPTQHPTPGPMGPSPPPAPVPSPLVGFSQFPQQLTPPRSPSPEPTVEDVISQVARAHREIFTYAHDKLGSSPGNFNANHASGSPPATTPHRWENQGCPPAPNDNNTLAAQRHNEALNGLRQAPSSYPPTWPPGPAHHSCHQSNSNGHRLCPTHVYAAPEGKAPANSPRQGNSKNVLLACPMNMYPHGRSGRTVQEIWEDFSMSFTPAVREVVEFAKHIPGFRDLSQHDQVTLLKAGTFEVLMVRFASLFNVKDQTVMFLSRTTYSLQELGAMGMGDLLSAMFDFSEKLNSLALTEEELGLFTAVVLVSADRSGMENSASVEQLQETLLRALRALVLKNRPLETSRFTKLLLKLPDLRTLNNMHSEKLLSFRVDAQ
DAX1 inh-1: DAX1 (NR0B1) inhibitors on StAR promoter, primary screen, cell-based, luminescence, SF-1 (NR5A1), full-length DAX-1. inhibition, % at 6.8 µM. HEK293T StAR-luciferase reporter, SF-1/DAX-1 repression relief. actives 1.1% (n = 370,000). AID 652010, 2013;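 active means inhibition above the mean over all tested compounds plus 3 SD, cut at about 3.6% in these data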;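 further: 0% = DAX-1 cells with DMSO and 100% = cells lacking DAX-1 with DMSO; higher inhibition means more luminescence from relief of DAX-1 repression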
GAA850 FXN act: FXN promoter activators, primary screen, cell-based, luciferase luminescence, HEK293 lucGAA850. HEK293 lucGAA850 FXN promoter luciferase reporter, 24 h; percent of 10 µM SAHA response. activation, % at 6 µM. actives 0.56% (n = 360,000);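 active means activation above the average of all compounds screened plus 3 SD, cutoff fixed separately per campaign, cut at about 7.5% in these data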;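 further: 0% = DMSO wells and 100% = 10 µM SAHA wells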
SMARCA2 act: SMARCA2 (BRM) function activators, primary screen, cell-based, luminescence, high throughput. MG213 cells, MMTV-luciferase reporter, dexamethasone, overnight. activation, % at 9.1 µM. actives 1% (n = 370,000). AID 652017, 2013; in the data active means activation above about 7.8%;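 further: 0% = vehicle wells and 100% = reference activator wells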
DAX1 inh-2: DAX1 (NR0B1) inhibitors, primary screen, cell-based, HEK293, Gal4-DAX1, luciferase luminescence; Nuclear receptor subfamily 0 group B member 1 (Homo sapiens), P51843; actives 0.99% (n = 340,000); inhibition, % at 6.75 µM; HEK293 Gal4-DAX1 luciferase reporter; AID 504766, 2011;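 active means inhibition above the mean over all tested compounds plus 3 SD, cut at about 4.2% in these data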;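 further: 0% = DAX1-transfected cells with DMSO and 100% = empty-vector control cells with DMSO; inhibition shows as a rise in luminescence from relieved DAX1 repression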
Target sequence (P51843 207-470 limits assumed): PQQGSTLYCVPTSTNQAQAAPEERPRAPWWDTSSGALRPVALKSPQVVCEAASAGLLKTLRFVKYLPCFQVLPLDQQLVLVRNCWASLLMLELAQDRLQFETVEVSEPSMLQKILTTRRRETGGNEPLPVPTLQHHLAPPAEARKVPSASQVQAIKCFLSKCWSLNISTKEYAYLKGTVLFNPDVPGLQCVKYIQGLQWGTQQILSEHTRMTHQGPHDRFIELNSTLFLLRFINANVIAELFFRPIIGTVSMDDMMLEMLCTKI
PG9 binder: binders of HIV-1 gp120 antibody PG9, primary screen, biochemical, TR-FRET; HIV-1 gp120 / PG9 antibody interaction; TR-FRET gp120-PG9 antibody binding; inhibition, % at 6.7 µM; actives 0.43% (n = 360,000); in the data active means inhibition above about 8.5%
hgDAF-12 ag: H. glycines DAF-12 receptor agonists, primary screen, cell-based, luminescence, HEK293, GAL4 fusion, UAS-luciferase; Nuclear hormone receptor DAF-12 (Heterodera glycines), GAL4 fusion; HEK293 GAL4-hgDAF12 UAS-luciferase reporter, agonist luminescence; normalized to butyrate control; activation, % at 6.8 µM; actives 1.8% (n = 370,000);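 active means activation above a cutoff set at the mean of all screened compounds plus 3 SD, cut at about 10% in these data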;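 further: 0% = DMSO wells and 100% = sodium butyrate wells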
HGIII-sPLA2 inh: human group III sPLA2 inhibitors, primary screen, biochemical, QFRET, BODIPY PC-A2 liposome substrate | Group 3 secretory phospholipase A2 (Homo sapiens), Q9NZ20 | QFRET BODIPY PC-A2 liposome hydrolysis, fluorescence | actives 0.56% (n = 370,000) | inhibition, % at 12.2 µM;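 active means inhibition above mean plus 3 SD of compounds lying within the high and low control bounds, cut at about 19% in these data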;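 further: 0% = median of test compound wells and 100% = no enzyme DMSO wells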
PLCb3 inh: human PLC-beta3 inhibitors, primary screen, biochemical, fluorescence | inhibition, % at 12.2 µM | 1-phosphatidylinositol 4,5-bisphosphate phosphodiesterase beta-3 (Homo sapiens), Q01970 | AID 720704, 2013 | actives 0.18% (n = 370,000) | Purified PLC-beta3, fluorogenic substrate; in the data active means inhibition above about 11%;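 further: 0% = median of compound wells on plate and 100% = full blocker control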
Starred values were filed as active, the others as inactive; . = no result given. Rows are unselected; overall some 7% were active at least once.

SMILES	hcDAF12 agonist	ssDAF12 agonist	NR1D1 modulator	DAX1 inh-1	GAA850 FXN act	SMARCA2 act	DAX1 inh-2	PG9 binder	hgDAF-12 ag	HGIII-sPLA2 inh	PLCb3 inh
OC1(c2ccc(F)cc2)CCN(Cc2nnnn2Cc2cccs2)CC1	-1.5	-1.6	3.7	0.2	0.6	1.5	0.0	-3.0	-1.3	-9.6	-0.4
COCC(=O)N1CCC(Oc2ccc(C(=O)N3C[C@H]4CC[C@H]3C4)cc2)CC1	-1.7	-1.0	1.8	0.6	2.6	0.0	-0.3	1.4	-0.3	5.9	-4.8
Cc1ccc(NC(=O)CN2CCN(c3nc(-c4ccccc4)cs3)CC2)cc1C	-3.0	-1.4	1.0	-0.2	.	4.6	.	.	4.1	-4.5	-3.2
Cc1cccc(C)c1N1CCN(S(=O)(=O)N2CCOCC2)CC1	-1.8	-2.1	-2.6	-0.7	-2.2	0.2	0.4	-1.5	1.7	-2.9	1.8
NC(N)=Nc1cc2ccccc2c2ccccc12	0.6	-1.0	-1.7	-0.6	.	-0.5	.	-0.4	-1.4	-1.3	-18.1
CC(C)Oc1ncnc2c1[nH]c1ccccc12	-2.8	-2.4	2.0	-1.8	-1.0	-4.8	-6.4	-0.6	-3.9	0.1	-53.0
COc1ccc(Sc2nc(-c3ccccn3)ncc2OC)cc1	-1.6	-1.5	-6.1	-2.7	-3.1	-4.9	-2.0	-0.9	-4.8	1.7	-4.6
CN(Cc1nccn1C)C(=O)c1ccc2nc(Cc3ccccc3F)oc2c1	2.9	-0.9	1.5	0.6	3.5	3.6	1.9	0.9	13.0*	2.7	-11.8
CC1CC(Nc2ccccc2)c2ccccc2N1C(=O)c1cccnc1 (stereo not given)	-3.2	-1.4	-1.3	-1.4	-1.1	-3.4	-2.6	0.8	-1.0	0.6	0.7
Cc1ccc(C)c(CSc2nnc(-c3ccccn3)n2N)c1	-0.4	-1.4	-2.8	-0.2	-0.1	0.7	-1.2	1.1	3.5	-1.6	3.5
Cc1ccc(-c2nc(CS(=O)CC(=O)N3CCN(c4ccc(F)cc4)CC3)c(C)o2)cc1 (stereo not given)	-2.0	-1.5	-1.8	-1.0	-1.1	-1.2	-0.9	-3.3	-3.9	-1.9	-8.8
CCn1c(=NC(=O)CS(=O)(=O)c2ccc(F)cc2)sc2cccc(OC)c21	-2.5	-1.6	0.4	-1.9	0.5	-2.1	-1.4	0.8	-2.7	-29.1	-38.3
CC(=O)NCCn1c(SCC(=O)NCCC(C)C)nc2ccccc2c1=O	-1.3	-1.3	-0.7	-0.1	1.4	-2.8	3.8	0.8	1.4	9.3	0.5
CCCCN(Cc1cc2cc(OC)ccc2[nH]c1=O)C(=O)c1ccco1	0.7	-0.7	-3.4	-0.4	-0.3	0.1	0.1	-0.6	0.5	0.1	-87.5
O=C(O)c1ccccc1N(Cc1ccccc1)C(=O)CO/N=C/c1ccccc1	0.9	-1.0	-1.3	0.1	-0.1	-0.2	-1.4	1.8	-0.3	-14.9	-6.5
CCOC1CCCCC1NS(=O)(=O)c1ccc(Cl)cc1 (stereo not given)	-1.9	-1.7	3.3	0.4	1.7	6.9	2.0	-2.1	-0.9	-0.6	-1.0
O=C(CCC(=O)c1ccccc1)Nc1ccccc1	0.1	-1.4	2.6	0.0	1.3	-2.7	.	0.4	-0.7	-3.3	5.0
Cn1c(SCC(=O)Nc2cccc(S(=O)(=O)NC3=NCCCCC3)c2)nnc1-c1ccccc1	-0.9	0.7	3.8	0.0	0.3	-1.1	-0.4	-2.0	0.6	-4.3	0.3
N#C/C(=N\Nc1ccc(Br)cc1)C(=N)N1CCOCC1	1.6	0.3	1.3	1.1	2.6	3.8	2.9	-3.9	7.1	-0.4	6.3
O=C(NCC1CC1)c1ccc2sc([C@@H]3O[C@H](CO)[C@H](O)[C@H](O)[C@H]3O)nc2c1	-1.1	0.8	2.4	1.0	1.6	-1.7	.	-0.9	0.3	-1.6	-2.2
Cc1cc(C(=O)NCC(c2cccs2)N2CCOCC2)ccc1[N+](=O)[O-] (stereo not given)	1.2	0.2	-3.5	1.7	-1.2	-2.6	-0.4	-0.5	2.7	6.4	-6.9
O=C(CNC(=O)c1ccc(Br)cc1)NCC(=O)OCc1ccc(Cl)cc1	-1.8	-1.4	-3.3	-0.4	1.3	-4.9	0.8	0.1	-0.2	6.2	1.2
COc1cccc(-n2c(SCC(=O)NCCC3=CCCCC3)nc3n[nH]c(C)c3c2=N)c1	-1.9	-1.4	8.8	-0.2	.	-0.6	.	1.5	-2.1	-20.6	-12.1
COc1ccc(C(=O)N2CCC(C)(C(=O)O)C2)c(OC)c1 (stereo not given)	-1.1	-1.7	5.3	1.0	-0.9	-0.8	.	-1.8	3.2	2.4	0.8
Cc1cccc(NC(=O)Cn2c(=O)oc3cc(S(=O)(=O)N4CCCC4)ccc32)n1	-3.2	-1.4	8.2	0.1	-1.5	0.6	0.5	1.3	-2.5	9.2	-3.3
O=C(Nc1nnc(C2=COCCO2)o1)c1ccc([N+](=O)[O-])cc1	0.1	-1.2	-0.5	-1.4	-1.1	-2.0	0.7	-2.4	0.0	-4.8	-7.3
O=C(O)c1ccc(CSc2nnc(SCc3ccccc3)s2)cc1	-1.7	-1.2	5.4	0.5	-1.8	1.4	-0.9	2.9	-0.9	-5.5	-0.4
COc1ccc(CNC(=O)/C=C/c2ccco2)cc1OC	-0.5	-1.8	7.1	0.4	1.4	-4.1	1.7	-1.4	-1.6	10.4	-5.5
Cn1nc(C(=O)NC2=NCCS2)ccc1=O	-2.2	-1.1	4.8	0.9	0.9	1.2	1.1	-0.8	-1.1	-0.7	2.3
CC1(C)Cc2c(sc3c2C(=O)N(c2ccccc2)C2=NCCN23)CS1	-2.6	-1.5	2.2	-0.6	-1.3	1.5	0.7	-0.3	0.4	8.8	-35.5
CC(C)CN(C(=O)CCNC(=O)c1ccccc1Cl)C1CCS(=O)(=O)C1 (stereo not given)	-1.6	-0.8	-8.3	1.9	-0.5	-2.5	-0.2	-2.3	-1.3	12.5	-6.3
COc1ccc(C)cc1NCc1ccc(OC)c(C)c1OC	-1.7	-0.9	10.1	-0.6	1.7	0.6	0.6	-1.5	1.3	17.4	-9.5
CN(Cc1ccccc1)CC(O)COc1ccc(CNCc2cccnc2)cc1 (stereo not given)	0.7	-1.6	-0.6	-0.1	1.7	-2.3	0.5	-0.4	-1.7	-4.1	5.9
COc1ccc(Br)cc1CN(C)C(=O)CNC(=O)c1ccc2ccccc2c1	-3.6	-1.3	1.5	-0.2	0.4	-0.3	-0.9	1.1	-2.2	-8.8	-6.1
COC(CN(C)C(=O)C1CCC(CNS(=O)(=O)c2ccc(C)cc2)CC1)OC (stereo not given)	-0.7	-1.4	-3.6	-0.3	-0.4	-0.7	-0.8	0.1	0.8	-2.7	-6.3
Clc1ccc2nc(CNc3nc(N4CCOCC4)nc4c3ncn4-c3ccsc3)[nH]c2c1	-5.9	-3.0	-2.4	.	.	.	.	.	-10.4	-10.3	-5.4
COc1ccc(OC(=O)c2ccc(Cl)cc2)c(C(C)=O)c1	-1.3	-0.9	-1.1	0.2	2.3	6.6	0.2	-0.6	0.2	0.4	4.5
COc1ccc(CN2CCNC(=O)C2CC(=O)NC2CCCC2)c(OC)c1 (stereo not given)	-0.2	-0.1	-8.6	-0.1	-0.9	-1.8	2.0	-3.5	0.7	4.7	-7.8
COCCNC(=O)C1(C)CCCN(C(=O)c2ccccc2F)C1 (stereo not given)	-0.3	-1.2	-2.8	-0.4	0.4	-2.0	.	-1.2	1.8	-3.0	4.1
CCCCC(=O)Nc1cccc(C(=O)Nc2ccccc2C(=O)O)c1	-1.1	-1.2	1.3	0.6	1.6	-1.6	-0.2	-0.2	-2.6	0.0	6.0
CCn1c(SCC(=O)NC2CCCC2)nc2c1c(=O)n(C)c(=O)n2C	-0.1	-1.2	3.4	0.3	-1.9	1.9	-1.2	-0.8	-1.8	0.0	-7.0
O=C(Nc1ccc(F)cc1)c1ccc(S(=O)(=O)N2CCOCC2)o1	-1.0	-1.3	0.5	-0.8	-1.1	-3.9	.	0.2	-1.7	-1.9	-6.9
O=C(/C=C/c1ccccc1)NNc1ccc(Cl)cc1	1.4	-1.2	-6.2	1.5	-1.8	2.2	-0.3	-0.1	1.6	7.1	-15.9
O=C(CSc1nnc(-c2ccccc2Cl)o1)N1CCOCC1	2.8	0.8	0.1	1.7	5.9	5.3	1.7	-0.8	10.0	1.6	-7.7
O=C1c2cccc3cccc(c23)C(=O)N1CCCN1CCN(c2ccc(F)cc2)CC1	-1.7	-1.3	9.3	-1.2	1.3	-3.3	-0.3	1.3	-0.7	-1.6	-3.3
O=C(COC(=O)/C=C/c1cccc(Br)c1)NCCc1ccccc1	0.6	-1.4	-0.3	2.2	0.9	-0.2	-0.7	-0.1	-3.8	-1.7	-11.4
CCC1(C)Cc2ccccc2/C(=C/C(=O)N2CCCCC2)N1 (stereo not given)	-0.6	-0.5	3.4	-0.3	-0.1	-1.7	1.0	0.3	0.3	6.2	-9.6
Clc1ccc(Br)cc1-c1nc(-c2ccncc2)no1	0.4	-0.7	-6.9	0.6	4.9	-0.1	-0.4	2.0	1.6	-1.7	3.3
COc1ccc(-c2cc(C(=O)N(C)Cc3ccccc3F)c3ccccc3n2)cc1OC	-2.3	-1.7	-1.3	-3.5	-4.5	-1.4	-1.3	0.5	-4.2	-13.1	-323.9
CCCCC(=O)Nc1cccc(-c2nc3ncccc3o2)c1	-1.6	-1.9	0.3	-1.1	-0.5	-4.6	-0.9	0.9	-1.0	-7.9	-15.4

Compound activity: PubChem BioAssay, several laboratories
